From PubChem BioAssay
EP2 modulator – EP2 receptor (human) modulation; P43116; EP2-expressing cells, cAMP HTRF FRET, PGE2 co-stimulation; induction, % at 25 µM; 0.83% of 260,000 active;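 active means compounds whose cAMP rise, as percent of the full-agonist control response, exceeds 60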;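 further: rat C6 glioma line stably carrying human EP2 under a CMV promoter; the protocol text gives 20 µM as final concentration; 100% = response of wells given 1 µM PGE2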
Target sequence (P43116 whole entry, looked up): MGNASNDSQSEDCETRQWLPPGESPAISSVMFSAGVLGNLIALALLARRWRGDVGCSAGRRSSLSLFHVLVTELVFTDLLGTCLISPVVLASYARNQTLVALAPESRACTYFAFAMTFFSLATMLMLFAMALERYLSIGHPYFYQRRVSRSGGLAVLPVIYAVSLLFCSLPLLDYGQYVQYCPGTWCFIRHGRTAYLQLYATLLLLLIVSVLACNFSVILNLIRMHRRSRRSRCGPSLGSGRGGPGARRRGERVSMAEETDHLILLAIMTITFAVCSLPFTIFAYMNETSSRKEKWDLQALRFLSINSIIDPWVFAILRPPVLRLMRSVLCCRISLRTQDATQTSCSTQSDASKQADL
m-calpain inh – blocks pig calpain II enzyme activity. purified calpain II, fluorogenic peptide substrate, 30 min. inhibition, % at 16 µM. 0.37% of 220,000 active;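 active means inhibition above about 50%, limit read from the data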
eIF4E-4G inh – eIF4E/eIF4G interaction inhibition in translation initiation; TR-FRET eIF4E-eIF4GI(517-606) binding, 2 h; inhibition, % at 21.7 µM; 0.37% of 220,000 active; AID 782;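 active means inhibition above about 30%, limit read from the data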;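 further: 0% = full FRET control wells and 100% = background wells lacking eIF4GI fragment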
Tb hexokinase – blocks Trypanosoma brucei hexokinase 1 activity; recombinant TbHK1, G6PDH-coupled NADH A340; inhibition, % at 10 µM; 0.11% of 220,000 active; AID 1430;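 active means inhibition of 50% or more in the single-dose primary screen; inactive means inhibition below 50%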
Rad51 HR inh – Rad51 (human) homologous recombination inhibition | inhibition, % at 10 µM | hRad51 DNA strand exchange, fluorescence dequenching | AID 1385 | 0.085% of 200,000 active | Q06609;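 active means inhibition above 40% at the single screening dose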;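 further: 0% = DMSO control wells and 100% = blanks with heterologous ssDNA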
Target sequence (Q06609 whole entry, looked up): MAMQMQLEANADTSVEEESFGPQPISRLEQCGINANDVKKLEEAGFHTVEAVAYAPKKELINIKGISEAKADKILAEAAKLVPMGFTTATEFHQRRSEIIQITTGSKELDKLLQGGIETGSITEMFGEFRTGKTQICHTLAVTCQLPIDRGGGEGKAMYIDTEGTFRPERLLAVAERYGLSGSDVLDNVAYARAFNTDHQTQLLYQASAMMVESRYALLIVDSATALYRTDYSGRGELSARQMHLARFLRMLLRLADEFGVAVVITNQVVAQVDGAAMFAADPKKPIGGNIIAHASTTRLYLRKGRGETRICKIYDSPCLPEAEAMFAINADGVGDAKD
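Test system: preformed human Rad51 ssDNA filaments. Compound dosing: single dose, 10 µM final compound. Incubation: filaments 15 min 37 °C, then compound 30 min. Technique: FRET fluorescence dequenching, excitation 485 nm, emission 520 nm. Read-out basis: percent inhibition from fluorescence, normalised to plate control and blank means. Benchmarks: plate controls and plate blanks.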
14-3-3 Bad PPI – disrupts binding of bovine 14-3-3 zeta to phospho-Bad peptide. P63103. AID 781. inhibition, % at 21.7 µM. TR-FRET 14-3-3zeta/Dy647-pBad peptide displacement, 1 h. 0.71% of 220,000 active;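 active means inhibition above about 70%, limit read from the data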;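 further: 0% = full 14-3-3 plus peptide FRET controls and 100% = background without 14-3-3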
Target sequence (P63103 whole entry, looked up): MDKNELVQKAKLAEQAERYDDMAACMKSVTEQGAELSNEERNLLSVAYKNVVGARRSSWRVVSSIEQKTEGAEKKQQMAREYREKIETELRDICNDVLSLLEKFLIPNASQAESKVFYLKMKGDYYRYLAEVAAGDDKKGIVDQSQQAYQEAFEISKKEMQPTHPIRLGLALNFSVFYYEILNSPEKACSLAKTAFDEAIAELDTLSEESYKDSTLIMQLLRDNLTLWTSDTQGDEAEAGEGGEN
Hck-Nef inh – blocks Nef-activated human Hck kinase; inhibition, % at 20 µM; 0.68% of 220,000 active; Recombinant Hck-YEEI plus Nef, Z-Lyte FRET kinase assay; AID 463187;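 active means Hck-Nef kinase inhibition above about 50%, limit read from the data; inactive means inhibition below that limit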;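 further: 0% = DMSO with Hck plus Nef and 100% = Hck alone without Nef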
zVAD death inh – blocks zVAD induced death of L929 cells; L929 zVAD necroptosis rescue, ATP luminescence, 24 h; with zVAD 60 µM; 0.38% of 220,000 active; viability rescue, % at 10 µM;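 active means activation, scaled between plate controls, above about 75%, limit read from the data; inactive means activation under that limit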;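 further: 0% = zVAD with DMSO and 100% = DMSO alone without zVAD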
PGE2 EP2 inh – inhibitors of human EP2 prostaglandin E2 receptor | C6 glioma cells expressing human EP2, cAMP TR-FRET; cells stimulated with saturating PGE2 | inhibition, % at 25 µM | 0.52% of 260,000 active | AID 1422;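 active means percent inhibition above 40 after rounding to a whole number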;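 further: rat C6 glioma host cells with rolipram phosphodiesterase inhibitor present; the protocol text gives 20 µM as final concentration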
* hit, by the source's call; . = no result given; & = joins results of further samples; [ ] = remark or other dose.

Below each compound – EP2 modulator	m-calpain inh	eIF4E-4G inh	Tb hexokinase	Rad51 HR inh	14-3-3 Bad PPI	Hck-Nef inh	zVAD death inh	PGE2 EP2 inh
> N#C/C(=C(/O)CSc1n[nH]c(N)n1)c1nc2ccccc2[nH]1
→ 1.8	-9.4	-3.9	-34.5	-7.6	-5.1	27.4	0.6	4.5
> Cc1ccccc1NC(=O)Nc1cc(S(N)(=O)=O)ccc1C
→ -9.5	10.9	-6.7	-8.5	0.2	3.4	-0.6	0.5	.
> CCC(C)(C)NC(=O)c1cc([N+](=O)[O-])ccc1N1CCOCC1
→ -4.0	3.4	5.5	-15.3	.	-11.4[fluorescence artefact?]	-1.5	-0.1	2.3
> COC(=O)c1ccccc1OCCOCCOc1cccc2cccnc12
→ -8.8	9.2	-3.9[fluorescence artefact?]	-6.6	0.7	-4.4	3.0	0.8	4.0
> COc1ccc(-n2cc(CN3CCCC3)c(-c3cccc(F)c3)n2)cc1
→ -16.8	-3.6	1.6	5.8	-18.3	-3.1	-9.5	1.2	5.2
> COc1ccc(N2CCN(C(=O)c3ccc(Oc4ccc(C(F)(F)F)cn4)cc3)CC2)cc1
→ -42.1	-16.5	9.8	-0.3	1.3	-6.3	-1.6	-0.3	5.3
> O=C(NC(Cc1ccccc1)C(=O)O)c1ccc(S(=O)(=O)N2CCOCC2)cc1 (stereo not drawn)
→ 9.3	10.3	6.3	-7.8	-2.5	7.4[fluorescence artefact?]	-6.6	-0.5	8.0
> Cc1nc(NC(=O)c2ccc(Br)s2)sc1C(=O)N(C)C
→ 15.7	15.1	1.3	-38.2	4.0	-2.9	4.0	0.6	4.5
> c1ccc(-c2[nH]ncc2CN2CCN(Cc3ccc4c(c3)OCO4)CC2)cc1
→ -6.5	19.2	2.3	-3.8	-14.2	5.9	8.8	0.3	17.4
> COc1cc(C(=O)NNC(=O)c2ccc(S(=O)(=O)N3CCCCC3)cc2)cc(OC)c1OC
→ -1.1&17.0	29.9	0.5[fluorescence artefact?]	33.0	-8.7	21.6	-1.9	0.5	13.6&5.8
> Nc1nc(-c2ccccc2)nn1S(=O)(=O)c1ccccc1
→ -13.2	-13.4	-1.7	3.8	6.6	-1.4	3.9	3.9	5.2
> CCOC(=O)C1=C(O)C(=O)N(CCCn2ccnc2)C1c1ccc(OC)cc1 (stereo not drawn)
→ 19.3	15.3	1.4	3.4	-30.7	-2.7	17.7	0.5	6.6
> CCOC(=O)N1CCN(Cc2cn[nH]c2-c2ccc(-c3ccccc3)cc2)CC1
→ -10.6	-1.3	4.6	-7.2	-7.3	0.2	21.3	2.6	10.1
> C=CCN=c1scc(-c2ccc(F)cc2)n1/N=C/c1ccccn1
→ 6.2	16.9	3.2	-16.6	8.3	-7.4[fluorescence artefact?]	-2.9	0.1	5.0
> Cc1cc(C(=O)c2ccc(Cl)cc2)c(NC(=O)CCl)s1
→ 20.5	3.7	3.6[fluorescence artefact?]	-9.9	10.2	8.5	1.0	-0.1	4.5
> COc1ccccc1NC(=O)[C@H](COCc1ccccc1)NC(=O)OC(C)(C)C
→ 40.1	16.7	1.0	0.5	7.1	0.1	-1.1	0.0	16.4
> Cc1cccc(CSC2=NN3CCCC(=O)N=C3S2)c1
→ -10.2	21.1	-8.3	3.3	-2.7	7.7	-0.8	.	11.2
> CN(C)CCCCOc1ccccc1F
→ 19.5	-3.3	1.1	-4.1	3.2	10.6	-2.0	2.2	4.7
> COc1ccc(OC)c(NC(=O)CSc2nnc(N)s2)c1
→ 8.2	-39.4	3.3[fluorescence artefact?]	1.2	-3.9	5.4[fluorescence artefact?]	-9.2	-0.1	12.2
> Cc1ccc(NC(=O)COc2ccccc2C=O)cc1Cl
→ -0.5	0.2	-0.2	-15.0	.	-3.4	20.7	2.1	2.3
> CCCc1nc(SCC(N)=O)[nH]c(=O)c1CC
→ 18.4	-2.4	2.6	1.9	1.1	2.7	1.0	1.3	7.5
> CN1C(C(=O)NCc2ccc(OC(F)(F)F)cc2)CC2Cn3c(nc4cc5ccccc5cc43)C21 (stereo not drawn)
→ -1.9	-29.3	-3.2	-12.7	-3.6	0.9	26.5	2.5	10.8
> Cc1ccc(Nc2nnc(SCC(=O)NCCN3C(=O)CSC3=O)s2)cc1
→ 2.0	7.2	-5.2	-7.0	3.4	1.0	3.2	2.2	6.4
> CN(CC(O)CN1CCOCC1)S(=O)(=O)O (stereo not drawn)
→ -2.4&10.7	15.7&-23.1	-0.1&0.3	-8.4&3.4	8.5	4.5&-18.1	3.1&23.1	-0.2&0.0	4.2&2.9
> CCc1sc(C(=O)Nc2ccc(F)cc2C)cc1C
→ 12.4	20.6	1.5[fluorescence artefact?]	-0.2	-11.8	-3.6	0.2	1.0	3.9
> COc1ccc(NC(=O)CN(c2ccc([N+](=O)[O-])cc2)S(=O)(=O)c2ccccc2)c(OC)c1
→ 15.9	7.4	1.1	32.4	3.9	-13.0	3.3	0.5	6.0
> Cc1ccc(-c2nc(C)sc2CC(=O)NCc2ccco2)cc1
→ -17.9	-24.4	1.5	5.7	-6.0	-17.4[fluorescence artefact?]	-0.1	-0.2	4.9
> COC(=O)c1c(N)sc(C(=O)N2CCOCC2)c1C
→ 16.1	-8.7	4.3	-3.4	12.4	-15.1	0.8	-0.2	14.2
> CC(C)S(=O)(=O)C/C(N)=N/OS(=O)(=O)c1ccc(Cl)cc1
→ 10.4	-12.8	-1.1	-3.7	10.3	-10.7	8.5	0.1	8.3
> CCn1c(=O)c(=O)[nH]c2cc(C(=O)NCC3CCCCC3)ccc21
→ 17.4	0.4	4.6	18.4	-12.4	9.2	-1.2	-0.1	7.3
> CCC(CC)N1CCN(CCc2ccccc2)C(CCO)C1 (stereo not drawn)
→ -32.5	-10.9	-1.1	-5.9	-4.4	-3.9	12.4	1.0	3.1
> CCOc1ccccc1NC(=O)C(CC(C)C)NC(=O)C1CCC(C)CC1 (stereo not drawn)
→ 31.4	12.3	-7.7	-5.3	-7.7	3.5	-0.1	-0.3	5.7
> Cc1cc(C)nc(SCc2nnc(SCC(=O)Nc3c(C)cccc3C)o2)n1
→ 19.8	-8.1	-2.4[fluorescence artefact?]	3.5	-0.9	-1.2	3.3	1.2	6.1
> CCN1CCCc2cc(CN(CCN3CCOCC3)C(=S)Nc3ccccc3OC)ccc21
→ 8.3	15.3	5.7	-8.2	-6.2	-8.8	-62.0	-0.3	5.1
> CCOC(=O)C1=C(NC#N)OC(C)=C(C)C1c1ccc(O)cc1 (stereo not drawn)
→ 4.3	16.2	4.7	-10.1	-14.4	-9.0	0.2	-0.1	8.5
> Cc1cc(C)n2nc(C(=O)NCc3ccccc3)nc2n1
→ -18.6	-21.9	-2.4	6.2	4.0	2.1	-2.3	0.3	2.0
> CCC(C)N(C(=O)C(F)(F)F)C(C(=O)NC1CCCCC1)c1ccncc1 (stereo not drawn)
→ -15.0	-3.1	-2.5	-2.2	8.1	-5.2	6.7	-0.3	6.5
> CCSc1nc2c(sc3nc(C)cc(C)c32)c(=O)[nH]1
→ 38.1	-289.5	1.7	-4.1	.	-14.9[fluorescence artefact?]	0.8	0.4	.
> Cc1ccc(C)c(OCC(O)CN2CCN(CCN3C(=O)c4cccc5cccc(c45)C3=O)CC2)c1 (stereo not drawn)
→ -70.9	16.9	-0.7	-26.1	24.5	35.0[fluorescence artefact?]	1.1	0.8	6.9
> CCc1ccc(NC(=O)CSc2n[nH]c(C)c2[N+](=O)[O-])cc1
→ -19.6	-7.3	2.2	24.4	2.6	-14.2	2.1	0.5	18.9
> COc1ccccc1-c1c(C)nn2c(-c3ccccc3)cc(C)nc12
→ 12.6	4.3	-6.8	-6.1	-3.4	1.6	20.7	0.3	4.2
> COc1ccc(N2CCN(C(CNC(=O)c3ccc4c(c3)OCO4)c3ccco3)CC2)cc1 (stereo not drawn)
→ -56.1	15.8	0.4	-2.1	9.6	-14.0	16.8	0.6	2.0
> CS(=O)(=O)N1CCN(C(=O)Nc2ccccc2)CC1
→ -14.8	3.5	1.2	-2.8	-13.4	9.0	-3.7	-1.0	4.1
> CCOC(=O)N1CCC2(CC1)C(C#N)=C(N)Oc1c2sc2nc(C)cc(C)c12
→ 7.9	-9.7	-4.9	2.0	-7.8	6.6	-0.5	-0.1	16.5
> CCn1c(SCC(O)c2ccccc2)nnc1-c1ccccc1 (stereo not drawn)
→ 5.0	21.2	2.6[fluorescence artefact?]	-2.2	20.6	-12.7	2.7	0.0	1.1
> Cc1cc([N+](=O)[O-])cc2c1NCC1CC=CC21 (stereo not drawn)
→ -3.9	28.4	-0.3	-0.8	9.2	-7.6[fluorescence artefact?]	11.5	1.7	9.7
> CCn1ncc(C2=NOC(C(=O)Nc3ccc4c(c3)OCO4)C2)c1C (stereo not drawn)
→ 8.2	25.1	1.8	2.2	-7.3	-14.6	-2.0	1.4	7.1
> COc1cc(NC(=O)Cc2c(C(=O)O)n(C)c3ccccc23)cc(OC)c1OC
→ 9.6	-32.4	-1.0	-8.1	-19.1	-14.4	24.1	2.1	3.1
> Cc1nnsc1C(=O)Nc1ccccc1
→ 10.0	5.7	6.5	2.1	1.1	3.2	1.0	0.5	1.0
> c1ccc(C2Nc3ccccc3-c3nc4ccccc4n32)nc1 (stereo not drawn)
→ -3.1	-361.9	0.7	-13.9	2.2	0.8	4.1	0.3	11.7
> CCC(C)NC(=O)c1cc(CC(C)C)on1 (stereo not drawn)
→ 11.8	4.3	5.2	-5.0	0.0	-6.2	23.5	0.1	7.0
> COC/C=C/C1=CC2=CC(=O)C(C)(OC(=O)c3cnc4ccccc4n3)C(=O)C2=CN1CCCCO (stereo not drawn)
→ -10.9	34.8	8.0	-37.4	9.0	-7.2	7.6	-0.5	10.3
> Brc1ccc(/C=N/N2CCN(C3c4ccccc4-c4ccccc43)CC2)s1
→ 47.0	9.3	-7.1	-13.0	.	-0.4	-0.3	0.3	9.9
> CCCCCC1=NN2C(=O)CC(=O)N=C2S1
→ 18.4	24.2	-9.8	-4.4	-6.8	-4.2	15.2	0.1	0.7
> O=C(CSc1ccc(-c2cccs2)nn1)N1CCCCCC1
→ -12.6	-1.1	-0.2[fluorescence artefact?]	-10.1	1.6	1.2	2.1	0.7	8.1
> CCC(=O)NC(c1ccc(N(C)C)cc1)c1c(O)ccc2ccccc12 (stereo not drawn)
→ -29.9	7.8	1.6	-7.4	4.2	-2.4	21.1	-1.1	7.5
> CCCc1nnc2n1N=C(c1ccc([N+](=O)[O-])cc1)CS2
→ 12.0	5.4	-3.3	-5.6	16.8	31.6	18.6	-0.2	4.5

Exported bar-delimited: part of the list above.
SMILES | EP2 modulator | m-calpain inh | eIF4E-4G inh | Tb hexokinase | Rad51 HR inh | 14-3-3 Bad PPI | Hck-Nef inh | zVAD death inh | PGE2 EP2 inh
CCc1sc(C(=O)Nc2ccc(F)cc2C)cc1C | 12.4 | 20.6 | 1.5[fluorescence artefact?] | -0.2 | -11.8 | -3.6 | 0.2 | 1.0 | 3.9
COc1ccc(NC(=O)CN(c2ccc([N+](=O)[O-])cc2)S(=O)(=O)c2ccccc2)c(OC)c1 | 15.9 | 7.4 | 1.1 | 32.4 | 3.9 | -13.0 | 3.3 | 0.5 | 6.0
Cc1ccc(-c2nc(C)sc2CC(=O)NCc2ccco2)cc1 | -17.9 | -24.4 | 1.5 | 5.7 | -6.0 | -17.4[fluorescence artefact?] | -0.1 | -0.2 | 4.9
COC(=O)c1c(N)sc(C(=O)N2CCOCC2)c1C | 16.1 | -8.7 | 4.3 | -3.4 | 12.4 | -15.1 | 0.8 | -0.2 | 14.2
CC(C)S(=O)(=O)C/C(N)=N/OS(=O)(=O)c1ccc(Cl)cc1 | 10.4 | -12.8 | -1.1 | -3.7 | 10.3 | -10.7 | 8.5 | 0.1 | 8.3

An excerpt; count on the stated rates, not on these rows.
